CRFBP-R2 block = antagonists of CRF-BP/CRF-R2 complex, primary screen, cell-based, HEK293, calcium dye fluorescence, uHTS; CRF-induced calcium fluorescence; 350,000 tested, 0.59% active; inhibition, % at 11.8 µM; AID 588475, 2011;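 active = inhibition of the ligand-induced calcium signal above about 50% at the single tested concentration, limit read from the data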
M1 PAM = human M1 muscarinic receptor positive allosteric modulators, primary screen, CHO-K1 cells, Fluo-8 calcium fluorescence, 1536-well | Muscarinic acetylcholine receptor M1 (Homo sapiens), P11229 | CHO-K1 hM1, ACh EC20; 0% = ACh EC20, 100% = maximal ACh | activation, % at 3 µM | 360,000 tested, 0.088% active | AID 588819, 2011; in the data active = activation above about 19%, passing the limit was not always enough
M5 antag = human M5 muscarinic receptor antagonists, primary screen, CHO cells, Fluo-8 calcium fluorescence. CHO-hM5 cells, ACh EC80. inhibition, % at 3 µM. 360,000 tested, 0.59% active. Muscarinic acetylcholine receptor M5 (Homo sapiens), P08912;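 active = inhibition above a per-plate cutoff, the mean of that plate's test compounds plus 3 SD, cut at about 27% in these data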;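 note: 0% = acetylcholine EC80 with DMSO and 100% = DMSO without agonist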
Target sequence (P08912 whole entry, looked up): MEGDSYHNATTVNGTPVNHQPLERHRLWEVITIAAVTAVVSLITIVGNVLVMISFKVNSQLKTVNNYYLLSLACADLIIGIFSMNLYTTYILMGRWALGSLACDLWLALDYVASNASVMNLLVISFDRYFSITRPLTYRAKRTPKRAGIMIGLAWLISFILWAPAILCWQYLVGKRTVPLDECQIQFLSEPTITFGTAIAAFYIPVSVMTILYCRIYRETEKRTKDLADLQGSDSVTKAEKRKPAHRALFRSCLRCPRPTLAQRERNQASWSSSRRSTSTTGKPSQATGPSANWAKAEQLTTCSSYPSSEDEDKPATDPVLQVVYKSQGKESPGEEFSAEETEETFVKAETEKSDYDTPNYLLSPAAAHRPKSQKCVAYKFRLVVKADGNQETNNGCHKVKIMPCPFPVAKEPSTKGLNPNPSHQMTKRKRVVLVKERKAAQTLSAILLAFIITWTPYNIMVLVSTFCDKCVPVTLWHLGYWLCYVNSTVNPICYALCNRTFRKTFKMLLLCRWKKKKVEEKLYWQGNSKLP
M4 ag = human M4 muscarinic receptor agonists, primary screen, CHO-K1 cells, Fluo-8 calcium fluorescence | CHO-K1 hM4/Gqi5; vehicle 0%, full acetylcholine response 100% | AID 624127, 2012 | 360,000 tested, 0.14% active | activation, % at 3 µM;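 active = activation above the run mean over all test wells plus 3 SD, cut at about 32% in these data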;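 note: peak over basal fluorescence ratio per well then scaled between controls; 0% = DMSO wells and 100% = acetylcholine at EC100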
Target sequence (P08173 whole entry, looked up): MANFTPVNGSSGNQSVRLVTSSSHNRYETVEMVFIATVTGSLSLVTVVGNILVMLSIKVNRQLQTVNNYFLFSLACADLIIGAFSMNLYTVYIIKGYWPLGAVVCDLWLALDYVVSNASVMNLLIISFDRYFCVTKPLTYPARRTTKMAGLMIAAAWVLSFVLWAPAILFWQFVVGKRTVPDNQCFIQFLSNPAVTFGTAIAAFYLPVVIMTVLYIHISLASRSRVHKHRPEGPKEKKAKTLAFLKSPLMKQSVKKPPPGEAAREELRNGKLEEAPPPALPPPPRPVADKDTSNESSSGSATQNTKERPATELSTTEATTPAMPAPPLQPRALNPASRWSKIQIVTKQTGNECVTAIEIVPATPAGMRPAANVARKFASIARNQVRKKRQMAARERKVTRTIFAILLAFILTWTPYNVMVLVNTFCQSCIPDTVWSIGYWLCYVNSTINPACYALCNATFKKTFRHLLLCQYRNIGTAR
CRFR2-BP ag = agonists of CRF-BP/CRF-R2 complex, primary screen, cell-based, HEK293, calcium dye fluorescence, uHTS. CRF-binding protein / CRF receptor 2 complex (human). calcium dye fluorescence (FLIPR); percent of saturating CRF peptide response. activation, % at 13.2 µM. 350,000 tested, 0.46% active. AID 588473, 2011;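 active = activation of at least 50%, plus an integration ratio under a set limit after plate pattern correction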;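 note: plate controls were neutral control wells without compound for no effect and CRF at EC100 for full effect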
M5 ag = human M5 muscarinic receptor agonists, primary screen, CHO-K1 cells, Fluo-8 calcium fluorescence; CHO-K1 hM5 cells; 0% DMSO wells, 100% maximal acetylcholine response; activation, % at 3 µM; 360,000 tested, 0.19% active; AID 624037, 2012;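 active = activation above the run's mean over test compounds plus 3 SD, cut at about 23% in these data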;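 note: signal is peak over basal fluorescence ratio across the kinetic read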
M4 PAM = human M4 muscarinic receptor positive allosteric modulators, primary screen, CHO-K1 cells, Fluo-8 calcium fluorescence | Muscarinic acetylcholine receptor M4 (Homo sapiens), P08173 | CHO-K1 hM4/Gqi5, ACh EC20; 0% = ACh EC20, 100% = maximal ACh | activation, % at 3 µM | 360,000 tested, 0.4% active;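 active = activation above its plate's cutoff, the mean activation of sample wells plus 3 SD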; note: some results filed as inactive read as strong as hits
CHRM5 PAM = human M5 muscarinic receptor positive allosteric modulators, primary screen, CHO-K1 cells, Fluo-8 calcium fluorescence | Muscarinic acetylcholine receptor M5 (Homo sapiens), P08912 | CHO-K1 hM5, ACh EC20 PAM; 0% = ACh EC20, 100% = ACh EC100 | activation, % at 3 µM | 360,000 tested, 0.3% active | AID 624038, 2012;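 active = activation above the run cutoff, the mean activation of all test compounds plus 3 SD, cut at about 18% in these data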
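Test system: CHO-K1 hM5 cells / Doses: single-point, 3 µM nominal / Times: Post-acetylcholine fluorescence recording 140 s / Technique: Fluo-8 calcium fluorescence / Measure: Max/basal fluorescence ratio as % of EC20–EC100 ACh window / Benchmarks: low control EC20 acetylcholine (0%), high control EC100 acetylcholine (100%) / Replicates: one well per compound, no replicates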
CHRM4 antagonist = human M4 muscarinic receptor antagonists, primary screen, CHO cells, Fluo-8 calcium fluorescence; 360,000 tested, 0.73% active; CHO-hM4 cells, ACh EC80; Muscarinic acetylcholine receptor M4 (Homo sapiens), P08173; inhibition, % at 3 µM;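 active = inhibition above its plate's cutoff, the mean inhibition of sample wells plus 3 SD, cut at about 27% in these data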;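 note: 0% = acetylcholine EC80 with DMSO and 100% = DMSO without agonist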
* marks the source's active call; other numbers are inactive results; nt = no result given; & = joins results of further samples. A portion of the library. The share of hits here may be higher or lower than overall.

SMILES	CRFBP-R2 block	M1 PAM	M5 antag	M4 ag	CRFR2-BP ag	M5 ag	M4 PAM	CHRM5 PAM	CHRM4 antagonist
C/C(=N\NC(=S)NCc1ccccc1)C1CCCCC1	1.9	3.8	1.5	0.0	1.1	-3.6	-3.1	-2.4	-3.6
CCCCCCCCCCCCCCCC(O)C(N)CO (stereo not given)	4.2	-9.4	3.9	0.5	0.7	0.6	0.6	-0.6	4.3
C=C[C@H]1CN2CC[C@H]1C[C@H]2[C@H](O)c1ccnc2ccc(OC)cc12	-1.6&-23.7	-2.9&1.9	3.8&-5.5	0.2&1.7	1.0&0.0	-0.6&0.0	-7.0&-3.3	-3.4&0.4	0.0&1.6
Cc1scc2c1N(C(=O)CN1CCN(C)CC1)c1ccccc1NC2=O	2.4	-25.7	98.9*	0.8	-1.1	-1.4	-17.6	-18.3	98.1*
O=C(Nc1cc(-c2ccccc2)nn1-c1ccccc1F)c1ccc([N+](=O)[O-])cc1	-6.0	-12.7	2.4	2.1	-1.8	-5.7	-9.3	-10.9	2.8
CCc1ccccc1OC[C@@H](O)CN[C@H]1CCCc2ccccc21	-18.6	-4.5	9.0	15.9	-3.5	8.7	-8.2	-9.8	-3.9
Cc1nc2c3ccccc3nc(NNC(=O)CCC(=O)N3CCN(c4ccccc4F)CC3)n2n1	-0.5	1.6	-10.5	4.2	-1.1	-1.1	-0.8	10.6	2.6
C[C@@H]1C[C@H]2[C@@H]3CCC4=CC(=O)C=C[C@]4(C)[C@@]3(Cl)[C@@H](O)C[C@]2(C)[C@@]1(OC(=O)c1ccco1)C(=O)CCl	6.0	-1.5	0.2	3.2	4.0	1.0	3.1	6.3	-7.8
Cc1cc(=O)oc2cc(O)ccc12	-5.7	8.7	-1.7	0.6	1.0	1.8	4.0	2.4	-2.0
CN(C)S(=O)(=O)n1cc(/C=C(\NC(=O)c2ccccc2)C(=O)NCCCn2ccnc2)c2ccccc21	5.5	-6.0	2.4	1.2	-1.1	-4.7	1.6	-0.1	7.3
CCc1cccc(CC)c1NC(=O)CN(CC(=O)O)CC(=O)O	7.9	-6.6	-3.2	0.5	0.5	0.0	0.6	-8.1	-2.1
CCCCN(CCCC)CCCOC(=O)c1ccc(N)cc1	-7.6	-2.1	2.9	0.7	2.9	-0.8	-3.6	-4.8	-9.4
O=C(O)c1cc(=O)c2ccccc2o1	-6.8	14.5	1.0	0.6	0.6	-5.3	8.0	8.0	-14.2
O=C1NC(=S)S/C1=C\C=C\c1ccc([N+](=O)[O-])o1	-51.7	-4.9	48.0*	22.2	47.5	25.5*	-20.3	-10.3	68.2*
CC(Cc1cccc(C(F)(F)F)c1)NCCOC(=O)c1ccccc1 (stereo not given)	-8.7&-37.1	-6.3&-12.3	-1.6&4.1	3.3&17.4	0.3&-0.5	0.3&3.9	-4.0&-12.1	-2.2&-11.8	-17.5&-29.8
CC(=O)OCC(=O)[C@@]1(O)CC[C@H]2[C@@H]3CCC4=CC(=O)C=C[C@]4(C)[C@@]3(F)[C@@H](O)C[C@@]21C	-11.1	0.6	-6.4	1.8	-2.1	0.9	-1.2	-0.8	-3.9
CCC(C(=O)Nc1ccccc1N1CCCC1)c1ccccc1 (stereo not given)	-6.7	-3.3	-4.5	-1.5	0.3	-3.4	-4.6	1.7	2.6
COc1cc(C2Oc3cc(C4Oc5cc(O)cc(O)c5C(=O)C4O)ccc3OC2CO)ccc1O (stereo not given)	-14.4	6.7	10.8	2.3	-1.7	2.7	-1.4	-4.6	8.3
O=C(NC1CCN(CCc2c[nH]c3ccccc23)CC1)c1ccccc1	24.7	-0.3	2.2	0.0	-6.5	-7.0	-1.3	-1.0	-8.5
O=C(c1ccccn1)N(Cc1cccs1)C1(C(=O)NC2CCCCC2)CCCCC1	-8.0	6.9	-13.7	1.0	-6.1	-7.0	15.5	4.8	-14.6
C=C[C@H]1CN2CCC1C[C@H]2[C@H](O)c1ccnc2ccc(OC)cc12 (stereo not given in full)	-16.0	-3.1	7.2	2.1	-1.3	-0.6	-7.8	-7.4	6.5
CC(=O)Oc1ccc2c(C)cc(=O)oc2c1	-8.3	2.9	0.4	0.6	1.5	-2.7	6.4	-2.4	-13.7
CN(C)CC/C=C1/c2ccccc2COc2ccc(CC(=O)O)cc21	0.3	-9.0	6.9	0.1	-0.7	-1.8	-3.1	-10.6	4.4
O=C(O)Cc1sc(-c2ccccc2)nc1-c1ccc(Cl)cc1	33.0	7.2	4.8	0.1	1.2	0.0	5.7	-1.5	-4.1

Some entries already given, limited to CHRM4 antagonist:
SMILES	CHRM4 antagonist
Cc1scc2c1N(C(=O)CN1CCN(C)CC1)c1ccccc1NC2=O	98.1*
O=C(Nc1cc(-c2ccccc2)nn1-c1ccccc1F)c1ccc([N+](=O)[O-])cc1	2.8
CCc1ccccc1OC[C@@H](O)CN[C@H]1CCCc2ccccc21	-3.9
Cc1nc2c3ccccc3nc(NNC(=O)CCC(=O)N3CCN(c4ccccc4F)CC3)n2n1	2.6
C[C@@H]1C[C@H]2[C@@H]3CCC4=CC(=O)C=C[C@]4(C)[C@@]3(Cl)[C@@H](O)C[C@]2(C)[C@@]1(OC(=O)c1ccco1)C(=O)CCl	-7.8
Cc1cc(=O)oc2cc(O)ccc12	-2.0
CN(C)S(=O)(=O)n1cc(/C=C(\NC(=O)c2ccccc2)C(=O)NCCCn2ccnc2)c2ccccc21	7.3

Next entries:
SMILES	CRFBP-R2 block	M1 PAM	M5 antag	M4 ag	CRFR2-BP ag	M5 ag	M4 PAM	CHRM5 PAM	CHRM4 antagonist
Nc1ncnc2c1c(-c1ccc(Oc3ccccc3)cc1)cn2C1CCCC1	2.9	-6.6	5.0	4.0	1.0	1.7	-7.1	-9.9	3.8
COc1ccc(C(=O)c2ccccc2)c(O)c1	4.3	1.8	-1.6	-3.0	-2.4	-3.3	14.3	-5.5	-6.6
CCCCCCCCCCCCCCC[C@@H](O)[C@@H](N)CO	-11.3	-0.6	0.5	1.2	2.8	0.2	-4.5	1.3	-6.1
COc1cc(C=O)ccc1O	nt	4.9	1.2	0.0	nt	1.2	0.1	-0.3	0.8
CC1O[C@@H](OCC2O[C@@H](Oc3cc(O)c4c(c3)OC(c3ccc(O)cc3)CC4=O)[C@H](O)[C@@H](O)[C@@H]2O)[C@H](O)[C@H](O)[C@H]1O (stereo not given in full)	2.5	4.2	1.1	0.6	2.0	2.2	2.8	2.3	-9.3
Nc1c2ccccc2nc2ccccc12	4.1&4.7	8.2&1.3	5.6&9.8	0.2&-0.2	-1.8&0.4	-1.4&-2.1	9.5&-8.5	4.2&-2.6	-3.8&7.8
Cc1c(C)n(Cc2ccccc2)c2ccc(C(=O)OCCN(C)C)cc12	-36.5	4.2	-9.8	12.7	2.6	-3.4	17.9	10.3	-14.8
CC[C@]12CCCN3CCc4c(n(c5ccccc45)[C@](O)(C(=O)OC)C1)[C@@H]32	-20.5	14.8	-4.0	0.0	-1.6	-1.0	9.6	10.0	-11.6
O=[N+]([O-])c1cncn1CCN1CCOCC1	-15.0	5.1	13.8	0.9	2.0	0.2	2.2	-4.8	-7.8
C[C@H](CCC(=O)O)[C@H]1CC[C@H]2[C@@H]3[C@H](O)C[C@@H]4C[C@H](O)CC[C@]4(C)[C@H]3CC[C@]12C	-15.2	18.9	2.2	2.5	-0.6	1.4	-6.8	-0.8	5.7
O=C(O)Cc1cn(-c2ccccc2)nc1-c1ccc(Cl)cc1	17.1	7.8	-7.0	1.9	-0.6	-0.6	2.9	-9.5	-0.1
Cn1ccc2cc3c(cc21)CCN3C(=O)Nc1cccnc1	6.8	2.0	10.3	-0.7	0.2	-0.1	-6.0	-8.6	-1.7

An excerpt from above in order of length of the SMILES, low to high.
SMILES	CRFBP-R2 block	M1 PAM	M5 antag	M4 ag	CRFR2-BP ag	M5 ag	M4 PAM	CHRM5 PAM	CHRM4 antagonist
Cc1nc2c3ccccc3nc(NNC(=O)CCC(=O)N3CCN(c4ccccc4F)CC3)n2n1	-0.5	1.6	-10.5	4.2	-1.1	-1.1	-0.8	10.6	2.6
COc1cc(C2Oc3cc(C4Oc5cc(O)cc(O)c5C(=O)C4O)ccc3OC2CO)ccc1O (stereo not given)	-14.4	6.7	10.8	2.3	-1.7	2.7	-1.4	-4.6	8.3
CN(C)S(=O)(=O)n1cc(/C=C(\NC(=O)c2ccccc2)C(=O)NCCCn2ccnc2)c2ccccc21	5.5	-6.0	2.4	1.2	-1.1	-4.7	1.6	-0.1	7.3

(listing goes on)
SMILES	CRFBP-R2 block	M1 PAM	M5 antag	M4 ag	CRFR2-BP ag	M5 ag	M4 PAM	CHRM5 PAM	CHRM4 antagonist
CCCC(=O)O[C@]1(C(=O)COC(C)=O)CC[C@H]2[C@@H]3C[C@H](F)C4=CC(=O)C=C[C@]4(C)[C@@]3(F)[C@@H](O)C[C@@]21C	2.6	2.3	-3.3	2.9	-1.1	1.4	-2.3	-2.2	-1.0
COC(=O)N/N=C/c1c[n+]([O-])c2ccccc2[n+]1[O-]	-32.1	11.7	10.1	0.8	46.6	0.7	-5.6	-6.8	5.1
CCCC1(c2ccccc2)NC(=O)N(CC(=O)N(C)Cc2c(F)cccc2Cl)C1=O (stereo not given)	-30.1	3.6	5.6	3.1	-1.1	-1.8	-0.7	-1.2	3.6
CCCC(=O)O[C@]1(C(=O)CCl)[C@@H](C)C[C@H]2[C@@H]3CCC4=CC(=O)C=C[C@]4(C)[C@@]3(F)C(=O)C[C@@]21C	-37.5	-2.8	-9.1	-2.4	0.2	-1.8	-6.0	3.0	1.4

Bioassay records: PubChem, several laboratories
